# Assay outcomes (PubChem)
# Lipid droplet – modulators of hepatic lipid droplet formation; AML12 mouse hepatocytes, oleate lipid droplets, BODIPY imaging; inhibition, % at 6.5 µM; hit rate 0.4% among 240,000;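 active = lipid droplet intensity inhibited by at least 50%, with more than 500 cells counted; inconclusive = wells with under 300 cells, treated as cytotoxic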
#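 Assay system: AML12 hepatocytes (mouse) / Also added: 100 µM oleic acid challenge / Times: overnight treatment with compound plus oleate / Detection: high-content imaging of BODIPY-stained droplets and DAPI nuclei / Evaluation: % inhibition of lipid droplet signal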
# M1AAP inhibition – P. falciparum M1AAP inhibitors, biochemical, fluorogenic H-Leu-NHMec substrate, 1536-well (AID 1445). recombinant M1AAP, H-Leu-NHMec fluorogenic kinetic assay; higher % means a stronger effect. hit rate 0.42% among 220,000. inhibition, % at 30 µM, or IC50 in µM where a hit was titrated;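 active = primary inhibition above the hit cutoff, then over 50% inhibition at one or more dose response concentrations, cut at about 23% in these data, passing the limit was not always enough; inconclusive = conflicting primary data, or primary hits not chosen for dose response; inactive = low primary inhibition, or under 50% at every dose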;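 also: plate controls were DMSO full reaction for no effect and no enzyme background for full effect; strong numbers were not always called active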
# Insulin prom up – MIN6 insulin promoter up-regulation | MIN6 insulin promoter-GFP reporter, high-content imaging; hits give high values | z-score at 5 µM | hit rate 0.3% among 190,000 | AID 1625;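 active = z-score above 3 at 5 µM with at least 500 cells counted in the well; inconclusive = wells under 500 cells, flagged as cytotoxic or low count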
# Autophagy mod – alters autophagy in cells. MEF GFP-LC3 puncta imaging; test concentration mostly 10 µM. calls only at 10 µM (by protocol). hit rate 0.98% among 190,000. AID 463193;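 active = percentage of spot-positive cells more than 3 SD above its plate mean, without a fluorescence outlier flag or 80% toxicity; inconclusive = no clear call, values can overlap the other calls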;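 also: spot-positive cell cutoff set from DMSO-treated cells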
# Dynein cargo inh – dynein cargo transport inhibition | 3617.4 mouse cells, GR-EGFP nuclear translocation imaging; test concentration mostly 20 µM; stimulated with dexamethasone, 1 µM; hits give low values | z-score, hits read low | hit rate 0.47% among 220,000 | AID 1381;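 active = plate z-score of nuclear minus cytoplasmic receptor signal below a set negative limit, without overly bright fluorescence or cell loss, cut at about -3.5 in these data, passing the limit was not always enough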;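 also: z-score of nuclear minus cytoplasmic ring GR-EGFP intensity difference per well; some compounds called inactive have numbers as strong as hits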
#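 Also added – dexamethasone, 1.0 µM final · Buffer or medium – tet-free, stripped-serum medium · Schedule – induction 48 h, compound 1 h, agonist 30 min · Detection – formaldehyde fixation, Hoechst nuclear stain, 10x automated fluorescence imaging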
# Yfh1-depleted yeast – enhancers of respiration in Yfh1-depleted yeast, dose response, Friedreich's ataxia, plus single-dose screen (AID 1465) | S. cerevisiae Yfh1-off respiration, WST-1 reduction, 72 h; higher fold induction means a stronger effect | one-dose fold induction at 50 µM; EC50 in µM for titrated hits | hit rate 0.074% among 220,000;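 active = fold induction of absorbance versus untreated yeast above a set limit, then at least 30% activation at any dose in follow-up; inconclusive = repeats straddling the limit, or above it without dose testing; inactive = fold induction below the set limit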;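 also: activators that raise dye reduction in frataxin-depleted yeast; strong numbers were not always called active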
# P. falciparum M17LAP – P. falciparum M17LAP inhibitors, primary screen, biochemical, fluorogenic H-Leu-NHMec substrate, 1536-well (AID 1619). recombinant M17LAP, H-Leu-NHMec fluorogenic kinetic assay; higher % means a stronger effect. inhibition, % at 30 µM, or IC50 in µM where a hit was titrated. hit rate 0.38% among 220,000;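 active = compound inhibiting the enzyme by more than half at any dose during confirmatory dose-response retesting; inconclusive = strong single-dose inhibitors picked by rank but not retested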;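 also: plate controls were full reaction with DMSO carrier for no effect and no enzyme background for full effect; strong numbers were not always called active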
# MT stabilize HCS – stabilizes microtubules in HeLa cells; HeLa tubulin immunostaining HCS, 24 h; share of cells brighter than vehicle mean+2SD; % tubulin-high responders, % at 10 µM; hit rate 0.83% among 200,000; AID 2205;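 active = plate Z-score above 3 for both tubulin-high and condensed-nucleus cell shares, with cell loss under 80%, at 10 µM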;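 also: anti alpha tubulin signal scored within the nucleus-defined area of each cell; some results filed as inactive read as strong as hits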
# ER stress rescue – rescue of cells from ER stress-induced death, primary screen, 384-well, CSM14.1, thapsigargin, ATP luminescence (AID 1222); CSM14.1 thapsigargin-induced death rescue, ATP luminescence; higher % means a stronger effect; cellular ATP content (survival), % at 20 µM, or EC50 in µM where a hit was titrated; 190,000 tested, under 10 active;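 active = EC50 below 50 µM in the dose-response confirmation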;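 also: death triggered by thapsigargin at about 15 µM added after 2 h compound pretreatment; cell ATP read after overnight thapsigargin exposure of roughly 18 to 22 hours; normalized against plate controls of thapsigargin alone and 5% DMSO vehicle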
# Dynein cargo inh cytoplasmic EGFP – also measured in Dynein cargo inh; calls as there; z-score; measured here: cytoplasmic GR-EGFP intensity; hits give high values
# Dynein cargo inh nuclear GR-EGFP – also measured in Dynein cargo inh; calls as there; z-score; measured here: nuclear GR-EGFP intensity;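 lower value marks the stronger effect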
# Dynein cargo inh cell count – also measured in Dynein cargo inh; calls as there; z-score; measured here: cell count per field
# Insulin prom up cell count – also measured in Insulin prom up; calls as there; cell count; measured here: cytotoxicity, nuclei count;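 total cells summed across four imaged fields per well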
# Lipid droplet cells 6.5 µM – further read-out of Lipid droplet, marked with its call; cell count; measured here: cell count, cytotoxicity flag;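 cells counted across two imaged fields per well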
# MT stabilize HCS Hoechst-high % – further read-out of MT stabilize HCS, marked with its call; % Hoechst-high responders; measured here: nuclear condensation Hoechst responders;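 share of cells brighter than vehicle mean plus two SD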
# MT stabilize HCS cytotoxicity % – also measured in MT stabilize HCS; calls as there; toxicity, %; measured here: cytotoxicity by cell density;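 0% = mean cell density of plate MIN control wells and 100% = no cells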
# Autophagy mod cell loss 18 h – also measured in Autophagy mod; calls as there; toxicity, %; measured here: cell loss, nuclei count;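 cell loss after 18 h compound exposure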
# An asterisk follows results filed as active; i = inactive; ? = inconclusive; / = no result given.
no. | Structure | Lipid droplet | Dynein cargo inh | Insulin prom up | P. falciparum M17LAP | MT stabilize HCS | Dynein cargo inh cytoplasmic EGFP | Yfh1-depleted yeast | MT stabilize HCS cytotoxicity % | MT stabilize HCS Hoechst-high % | ER stress rescue | Autophagy mod | Dynein cargo inh nuclear GR-EGFP | Autophagy mod cell loss 18 h | Dynein cargo inh cell count | Insulin prom up cell count | Lipid droplet cells 6.5 µM | M1AAP inhibition
1 | COC(=O)c1ccccc1NC(=O)N1CCN(S(=O)(=O)c2ccc(Cl)cc2)CC1 | -6 | -0.62 | 0.74 | 21% | 1.9 | -0.26 | i | 18 | 7.1 | -2.4% | i | -0.5 | 6 | -0.31 | 1240 | 734 | 2%
2 | Cc1onc(-c2c(Cl)cccc2Cl)c1C(=O)Nc1c(C)n(C)n(-c2ccccc2)c1=O | / | -0.75 | 1 | -2% | 1.7 | -0.16 | i | 6.3 | 1.9 | -1.1% | i | -0.3 | -16 | 0.99 | 1302 | / | 3%
3 | COc1ccc(C2=NN(C(=O)/C=C/c3ccccc3)C(c3ccccc3)C2)c(OC(C)=O)c1 (centres undefined) | 6 | -0.24 | / | 4% | 11 | -0.26 | i | 16 | 6.3 | -0.8% | i | -0.2 | -12 | 0.46 | / | 531 | 7%
4 | O=C(CCOc1ccccc1)Nc1ccccc1[N+](=O)[O-] | -10 | 0.46 | 0.32 | 5% | 3.9 | -0.37 | i | 8.2 | 2.6 | -1.9% | i | 0.17 | -8 | -0.44 | 1235 | 657 | 5%
5 | CC1CCN(C(c2ccccc2)c2nnnn2C(C)(C)C)CC1 (centres undefined) | -32 | -0.92 | 0.26 | 2% | 4.2 | -0.21 | i | 4.6 | 2.2 | -1.7% | i | 0.21 | 26 | 0.36 | 869 | 745 | 2%
6 | Cc1cc(C)nc(Nc2n[nH]c(-c3cccc4ccccc34)n2)n1 | / | -0.6 | 0.13 | -7% | 4.4 | -0.23 | / | 0.3 | 2.4 | -1.6% | i | -1 | 2 | 0.51 | 1540 | / | -5%
7 | CCC(CC)c1nnc(NC(=O)c2cc(-c3ccccc3)nc3ccccc23)s1 | 18 | 1.3 | 0.38 | -9% | 4.5 | -0.17 | i | 2.2 | 2.5 | 3.5% | i | 0.98 | -15 | -1.1 | 1455 | 647 | -4%
8 | OCC1(CCOc2ccccc2)CCN(Cc2ccc3c(c2)OCCO3)CC1 | -46 | 2.3 | / | / | 3.4 | 0.1 | i | 11 | 1.9 | -0.6% | i | 1.9 | -5 | -1.4 | / | 710 | /
9 | COc1ccc(Nc2oc(-c3ccco3)nc2S(=O)(=O)c2ccc(F)cc2)cc1 | -5 | -0.41 | -0.71 | -1% | 3.3 | -0.18 | i | 13 | 2.4 | 0.9% | i | -0.14 | 8 | 0.31 | 1357 | 638 | 6%
10 | COc1ccc(NC(=O)COC(C)=O)cc1OC | -6 | -0.95 | -0.81 | -5% | 4.3 | -0.35 | i | 9.7 | 1.5 | -0.9% | i | -0.54 | 6 | 0.11 | 1183 | 681 | 2%
11 | Cc1nc2nc[nH]n2c(=O)c1CCOC(=O)c1ccccc1F | -2 | -0.24 | -0.04 | 11% | 3.1 | -0.25 | i | 1.4 | 2.1 | -0.3% | i | -0.022 | 27 | 0.23 | 1437 | 718 | 2%
12 | Cc1nn(-c2ccccc2)c2sc(C(=O)N(Cc3ccco3)C(C)C(=O)NC(C)(C)C)cc12 (centres undefined) | 12 | -0.16 | -2.2 | -1% | 3.4 | -0.31 | / | 1.0 | 2.4 | -1.7% | i | 0.14 | 15 | -0.18 | 1252 | 763 | -4%
13 | Cc1ccc(C)c(NC(=O)c2nc(-c3ccccc3)n(-c3ccccc3)n2)c1 | 2 | 2.3 | -1.8 | 10% | 2.0 | 0.8 | i | 8.7 | 1.0 | -1.4% | i | 2.1 | -2 | -1.5 | 824 | 854 | -2%
14 | Cc1ccc2cc(CCNC(=O)c3ccc(S(=O)(=O)N4CCCCC4)cc3)c(=O)[nH]c2c1 | 5 | -0.5 | -0.31 | -1% | 4.3 | -0.3 | i | 8.5 | 1.6 | -1.0% | i | 0.1 | -12 | 0.57 | 1547 | 676 | 3%
15 | CCOC(=O)NCc1cc(-c2nn(C)c(=O)c3ccccc23)ccc1C | -5 | -1.5 | -1.3 | 2% | 2.7 | -0.24 | i | 4.7 | 2.2 | -1.3% | i | -0.92 | 4 | 0.38 | 1338 | 743 | 0%
16 | O=C(c1cccs1)N1CCN(Cc2cccc([N+](=O)[O-])c2)CC1 | 2 | -0.17 | -0.2 | 19% | 5.7 | -0.28 | i | 4.4 | 2.8 | 0.5% | i | 0.15 | 1 | 0.29 | 1380 | 713 | -1%
17 | COc1ccc(CCN2C(=O)CC(NC34CC5CC(CC(C5)C3)C4)C2=O)cc1OC (centres undefined) | 13 | -0.55 | -0.58 | 21% | 0.9 | -0.15 | i | 8.4 | 1.5 | 0.2% | i | 0.22 | 23 | -0.91 | 1545 | 686 | 3%
18 | O=C(O)c1cc2nc3c(c(C(F)(F)F)n2n1)CCc1ccccc1-3 | / | -1 | -0.65 | 5% | 2.9 | -0.11 | i | 10 | 2.6 | -0.9% | i | -0.37 | 9 | 1 | 946 | / | 31%
19 | CCOc1ccc(NC(=O)c2oc3ccccc3c2NC(=O)CC)cc1 | / | 0.14 | -0.31 | 8% | 4.3 | -0.18 | / | 3.8 | 1.0 | 0.2% | i | -0.14 | 14 | -0.15 | 1679 | / | 13%
20 | Cc1c(N=Nc2ccc(O)cc2)c(=O)n(-c2ccccc2)n1C | -63 | 2.3 | -0.14 | -5% | 3.6 | -0.27 | i | 2.1 | 1.1 | 0.0% | i | 1.9 | 21 | -0.057 | 1533 | 374 | ?
21 | CCOC(=O)CN(C(=O)CSc1nnc(CNc2ccc(F)cc2)n1CC)c1ccc(F)cc1 | 0 | -0.4 | -0.34 | 5% | 2.6 | 0.2 | i | 4.7 | 0.7 | -0.1% | i | 0.038 | -2 | 0.23 | 966 | 779 | 0%
22 | CSCC[C@H](NC(=O)c1cccc([N+](=O)[O-])c1C)c1nc2ccccc2[nH]1 | -23 | 0.9 | -0.21 | -7% | 5.6 | -0.055 | i | 5.0 | 2.8 | -2.0% | i | 1.2 | 40 | -0.97 | 1468 | 597 | 1%
23 | COc1ccc(NC2CC(=O)N(CCc3ccccc3)C2=O)cc1 (centres undefined) | 18 | -0.2 | / | 34% | 3.0 | -0.21 | i | 4.2 | 2.0 | -2.2% | i | -0.083 | 5 | 0.25 | / | 808 | 13%
24 | COc1ccc(N2CCN(CC(O)COc3ccc([N+](=O)[O-])cc3)CC2)cc1 (centres undefined) | 15 | -0.042 | / | 4% | 2.8 | 0.094 | i | 3.8 | 3.7 | -1.6% | i | 0.067 | -2 | -0.36 | / | 643 | 2%
25 | CCOP(=O)(OCC)c1nc(-c2ccc(Cl)cc2Cl)oc1N1CCCCC1 | 14 | -0.67 | -2.1 | -6% | 3.4 | -0.32 | i | 11 | 4.4 | / | i | -0.053 | 5 | 0.96 | 1159 | 678 | 11%
26 | COc1cc(C(=O)OCc2cc3ccccc3[nH]c2=O)cc(OC)c1OC | 31 | -0.41 | 0.25 | 7% | 4.1 | 0.4 | i | 0.3 | 2.1 | 3.2% | i | 0.17 | 0 | 0.82 | 1169 | 723 | 9%
27 | O=C(NC1CCCCCCC1)c1ccccc1O | / | 0.33 | -0.42 | 6% | 2.0 | -0.16 | i | 8.0 | 2.3 | -0.7% | i | 0.31 | -10 | -0.89 | 1460 | / | 6%
28 | O=C(O)c1cnn(-c2ccccc2)c1-c1ccccc1 | 7 | 1.1 | -0.37 | 14% | 2.0 | 0.24 | / | 10 | 1.2 | 1.6% | i | 1.1 | 1 | -1.4 | 845 | 752 | 3%
29 | Cc1ccc(N2C(=O)CSC2c2cccnc2)c(Cl)c1 (centres undefined) | 6 | -0.41 | 0.59 | -3% | / | -0.23 | i | / | / | / | / | 0.14 | / | 0.6 | 964 | 691 | -1%
30 | CC1(c2ccccn2)Nc2ccccc2-c2nc3ccccc3n21 (centres undefined) | / | 1.9 | 0.8 | -163% | 6.5 | -0.012 | i | 15 | 1.7 | 0.2% | i | 0.98 | 15 | -0.84 | 1111 | / | ?
31 | Cc1cc(C(=O)CCl)c(C)n1-c1cccc([N+](=O)[O-])c1 | 22 | -3 | 0.07 | 7% | 0.9 | 0.15 | i | 8.8 | 1.9 | -0.3% | i | -1.3 | 4 | -0.19 | 1339 | 693 | -5%
32 | O=c1[nH]c2ccc(Cl)cc2c(O)c1-c1ccccc1 | / | -0.61 | 0.81 | -9% | 3.2 | -0.19 | i | 5.1 | 1.5 | -1.7% | i | -0.43 | 6 | 0.45 | 1548 | / | 8%
33 | O=[N+]([O-])c1ccc(N2CCN(C(=S)Nc3ccccc3)CC2)cc1 | 18 | -0.5 | 0.44 | 8% | 6.4 | 0.5 | i | 5.2 | 2.3 | 3.2% | i | -0.093 | 0 | 0.9 | 1135 | 700 | 1%
34 | Cc1ccc(C(=O)OCC(=O)Nc2ccc3[nH]c(=O)[nH]c3c2)cc1[N+](=O)[O-] | -11 | 1.4 | -0.14 | -1% | / | -0.23 | i | / | / | / | / | 1.7 | / | -1.4 | 985 | 644 | 4%
35 | CCOc1ccccc1C1CC(c2cccs2)=NN1S(C)(=O)=O (centres undefined) | 2 | -1.4 | / | -8% | 5.0 | 1.1 | i | 9.3 | 2.1 | -1.2% | i | -0.23 | 11 | 0.93 | / | 665 | -6%
